Rac1 GTP hydrolysis = MgcRacGAP GTPase-activating activity inhibitors, confirmation, biochemical, ADP Hunter fluorescence; MgcRacGAP-stimulated Rac1 GTP hydrolysis, ADP Hunter fluorescence; higher % means a stronger effect; GST-tagged Rac1 F28L mutant substrate; AID 624330, 2012; 340,000 compounds, 0.6% hits; Rac GTPase-activating protein 1 (Homo sapiens); one-dose inhibition, % at 30 µM; IC50 in µM for titrated hits;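 active means first-screen hits whose inhibition reached a set limit at any dose in the follow-up dose series; inconclusive means inhibition above the set first-screen limit but never retested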;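 further: fluorescence reports GDP produced by GAP-driven GTP hydrolysis; strong numbers were not always called active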
Dengue-2 NS5 capping = Dengue-2 NS5 methyltransferase inhibitors, primary screen, biochemical, confirmation dose response (AID 588689). one-dose inhibition, % at 25 µM; IC50 in µM for titrated hits. Genome polyprotein (Dengue virus type 2 (strain 16681-PDK53)). 340,000 compounds, 0.3% hits. Dengue-2 NS5 methyltransferase capping enzyme assay, biochemical; higher % means a stronger effect; in the data active means a potency from the dose series; inconclusive means inhibition above about 29% without an active follow-up result
Large T inhibition = SV40 large T antigen inhibitors, biochemical (AID 1903) | one-dose inhibition, % at 20 µM; IC50 in µM for titrated hits | 310,000 compounds, 0.39% hits | SV40 large T antigen ATPase/helicase inhibition assay; higher % means a stronger effect; in the data active means a potency from the dose series; inconclusive means inhibition mostly from about 32% at the one dose, without a potency; inactive means the rest, 99 in 100 with inhibition below about 32%; further: strong numbers were not always called active
UTI89 phage lysis = inhibition of K1F phage lysis, E. coli UTI89, bacterial capsule biogenesis inhibitors, alamar blue (AID 488966); one-dose inhibition, % at 100 µM; IC50 in µM for titrated hits; 340,000 compounds, 0.02% hits; E. coli UTI89 K1F phage lysis, alamar blue, 2 h; higher % means a stronger effect;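 active means phage lysis inhibition, versus mean bacterial control, above a set limit; inconclusive means no clear call, values can overlap the other calls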;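 further: capsule biogenesis inhibitors block K1F phage lysis so surviving cells raise fluorescence; higher fluorescence means more inhibition of phage lysis; actives were called in the ten point dose series up to 300 µM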
RSV CPE inhibition = RSV antiviral activity via CPE protection, HEp-2 cells, primary 10 µM value included (AID 2391); 310,000 compounds, 0.13% hits; HEp-2 cells, RSV-induced CPE inhibition; higher % means a stronger effect; CPE inhibition, % at 10 µM, or IC50 in µM where a hit was titrated; in the data active means a potency from the dose series; inconclusive means CPE inhibition mostly from about 23% at the one dose, without a potency; inactive means the rest, 99 in 100 with CPE inhibition below about 21%; further: strong numbers were not always called active
AID2073 = inhibitors of Mint1-CaV2.2 protein interaction, biochemical, HTRF (AID 2073) | Voltage-dependent N-type calcium channel subunit alpha-1B (Homo sapiens) | HTRF protein-protein interaction, Mint1-CaV2.2; higher % means a stronger effect | inhibition, % at 20 µM, or IC50 in µM where a hit was titrated | 290,000 compounds, 0.19% hits; in the data active means inhibition mostly above about 51%, no sharp cut-off; inconclusive means no clear call, values can overlap the other calls; inactive means mostly below about 53%; further: some results filed as inactive read as strong as hits
NTR1 ag = agonists of NTR1, primary screen, imaging, U2OS cells, beta-arrestin-GFP, high content (AID 493036); Neurotensin receptor type 1 (Homo sapiens), P30989; NTR1-U2OS beta-arrestin-GFP spot imaging, agonist mode; activation, % at 20 µM; 330,000 compounds, 0.17% hits;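 active means activation at or above 40% of the spot to cytoplasm intensity ratio, with at least 20 cells analyzed; inconclusive means wells under 20 cells, flagged as cytotoxic or low count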;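 further: 0% = DMSO without peptide and 100% = 100 nM NTR1 peptide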
Target sequence (P30989 whole entry, looked up): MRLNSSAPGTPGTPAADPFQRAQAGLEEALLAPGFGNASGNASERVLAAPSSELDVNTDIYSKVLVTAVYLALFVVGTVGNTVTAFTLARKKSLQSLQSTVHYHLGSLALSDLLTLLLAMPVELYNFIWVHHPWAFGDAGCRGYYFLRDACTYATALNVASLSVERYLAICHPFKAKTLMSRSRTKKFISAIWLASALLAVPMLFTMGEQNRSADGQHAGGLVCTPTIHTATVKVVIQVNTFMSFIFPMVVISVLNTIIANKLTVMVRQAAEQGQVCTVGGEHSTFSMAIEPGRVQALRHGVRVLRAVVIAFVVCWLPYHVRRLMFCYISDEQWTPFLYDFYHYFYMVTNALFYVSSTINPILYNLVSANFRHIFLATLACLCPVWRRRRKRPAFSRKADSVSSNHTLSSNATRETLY
West Nile virus CPE = West Nile virus antiviral activity, cell-based, CPE readout (AID 1621); West Nile virus-infected cells, CPE inhibition; higher % means a stronger effect; CPE inhibition, % at 10 µM, or IC50 in µM where a hit was titrated; 290,000 compounds, 0.02% hits; in the data active means a potency from the dose series; inconclusive means CPE inhibition mostly from about 3.7% at the one dose, without a potency; inactive means the rest, 99 in 100 with CPE inhibition below about 2.2%; further: strong numbers were not always called active
SIAH1 antagonists = Siah-1 peptide-binding antagonists, primary screen, biochemical, fluorescence polarization, rhodamine-plectin, uHTS (AID 1817); E3 ubiquitin-protein ligase SIAH1 (Homo sapiens); Siah-1 / rhodamine-plectin peptide fluorescence polarization; higher % means a stronger effect; one-dose displacement, % at 20 µM; IC50 in µM for titrated hits; 290,000 compounds, 0.02% hits;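 active means displacement of at least 50% at 20 µM, with a fluorescence ratio check between 0.3 and a set limit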;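 further: plate controls were Siah plus tracer with DMSO for no effect and tracer alone without Siah for full effect; strong numbers were not always called active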
NTR1 ag cell count 20 µM = second read-out of NTR1 ag, no call of its own (marks repeat the call); cell count; measured here: cell count, cytotoxicity flag
Dengue-2 NS5 capping pilot replicate = second read-out of Dengue-2 NS5 capping, no call of its own (marks repeat the call); inhibition, %; measured here: pilot screen replicate inhibition
An asterisk follows results filed as active; ? = inconclusive; / = no result given; [ ] = dose if it differs, or a comment.

SMILES | Rac1 GTP hydrolysis | Dengue-2 NS5 capping | Large T inhibition | UTI89 phage lysis | RSV CPE inhibition | AID2073 | NTR1 ag | NTR1 ag cell count 20 µM | West Nile virus CPE | SIAH1 antagonists | others
CCOC(=O)c1sc2ccccc2c1OC(=O)c1ccccc1OC | 0.5% | 0.0% | 17.1% | -0.1% | 6.1% | 9.7% | 6.8 | 79 | 0.1% | 7.2%
O=C(NCCO)Nc1ccc2nsnc2c1 | 9.9% | 3.6% | -3.4% | 0.4% | 0.7% | 25.7% | -0.1 | 83 | 0.4% | 18.5%
CSCCC1NC(=O)N(CC(=O)Nc2c(C(C)C)cccc2C(C)C)C1=O (stereo not drawn) | 1.1% | 1.5% | 3.6% | 0.0% | -0.6% | -6.9% | -0.2 | 64 | -0.4% | -2.6%
CNC(=O)c1c(NC(=O)C2=COCCO2)sc2c1CCCC2 | 8.4% | -3.2% | 0.4% | -0.3% | 1.3% | 10.5% | 1.7 | 60 | -0.5% | 3.5%
CCOC(=O)CCP(=O)(O)C(O)c1ccc(OC)cc1 (stereo not drawn) | 10.1% | 2.7% | 0.7% | 0.6% | 1.4% | -8.7% | 1.1 | 52 | 0.1% | 1.8%
CCCCNC(=O)Nc1ncn[nH]1 | -1.0% | 0.0% | 14.2% | 0.0% | -0.1% | 24.4% | -1.4 | 82 | -0.9% | 1.9%
Cc1ccc(SC(C)C(=O)NCC(C)C)cc1 (stereo not drawn) | 4.9% | -4.2% | -5.5% | 0.4% | 0.5% | 12.4% | -0.9 | 43 | 0.4% | -1.9%
COc1ccc(CCCc2nnc(SCC(=O)N/N=C\c3ccc(O)c(OC)c3)o2)cc1C | 11.6% | -3.5% | 8.7% | -0.3%[50 µM] | 7.7% | -8.3% | 3.6 | 46 | 1.0% | 7.1%
Cc1ccccc1C(=O)NNC(=S)NC(=O)COc1ccccc1 | 16.5% | -4.2% | 5.7% | -0.1% | -0.6% | -10.5% | -0.5 | 47 | 0.8% | -5.6%
CCN1N=C(c2ccccc2)CCC1=O | 7.9% | 9.7% | -3.8% | 0.4% | -0.1% | 6.5% | -0.4 | 53 | 0.2% | -1.4%
CCOC(OCC)c1cn(Cc2ccc(C(=O)c3ccccc3)cc2)nn1 | 3.9% | -5.6% | 7.3% | 0.2% | 1.8% | 0.6% | -2.2 | 105 | -0.8% | 0.9%
O=C(CSc1nc(=O)n2ccccc2n1)NC1CCCCC1 | -5.5% | 2.9% | 1.3% | 1.0%[50 µM] | -0.6% | / | -0.9 | 72 | / | /
CCN(CC)S(=O)(=O)c1ccc2nc(NC(=O)c3ccco3)sc2c1 | 4.0% | -11.9% | 11.7% | 0.8% | 9.1% | 31.1% | -1.3 | 49 | 0.9% | 7.2%
O=C(Nc1cccc2ccccc12)/C(=C/c1ccc([N+](=O)[O-])cc1)NC(=O)c1ccccc1 | 7.7% | -4.8% | 14.0% | 2.1% | 1.7% | 25.9% | 0.2 | 88 | / | 4.9%
CC(C)(C)OC(=O)NCC1CCC(C(=O)NC[C@H](CC(=O)O)c2ccc(Cl)cc2)CC1 (stereo partly drawn) | 4.7% | -5.4% | 13.1% | 0.5% | 2.1% | 5.6% | -1.4 | 60 | -0.5% | -2.7%
CCOC(=O)C1(CCOC)CCN(Cc2nc(C(C)C)cs2)CC1 | 7.6% | 1.5% | 21.4% | -0.3% | 2.7% | -2.2% | -0.3 | 43 | -0.9% | 10.1%
Cc1sc2nc(C)n(/N=C/N(C)C)c(=O)c2c1C | -1.0% | -3.9% | 18.8% | 1.5%[50 µM] | -2.3% | 18.5% | -1.6 | 51 | 1.3% | -2.0%
COc1ccc(-n2c(=O)[nH]cc(C(=O)N3CCCc4ccccc43)c2=O)cc1 | 5.3% | -4.7% | -1.9% | 0.7% | 3.4% | -1.2% | -0.4 | 81 | -0.4% | 1.1%
Cc1c(C)n(Cc2ccccc2)c2ccc(C(=O)NCCN3CCOCC3)cc12 | 4.6% | -10.8% | 5.1% | 0.1% | 1.5% | 0.6% | -0.4 | 58 | -0.4% | 0.7%
Cc1ccccc1C(=O)NNC(=O)c1ccoc1C | 8.4% | 9.6% | 7.9% | -2.5% | -1.1% | 9.4% | 0.5 | 74 | -0.3% | 0.3%
N#CCc1ccc(OC(=O)c2cccnc2Cl)cc1 | -1.1% | 9.2% | 21.4% | -1.7% | 3.1% | / | 1.7 | 49 | / | /
COc1ccccc1CN1CCNC(=O)C1CC(=O)NCC1CCOCC1 (stereo not drawn) | -6.4% | -0.3% | 0.2% | 0.0% | 0.8% | -5.4% | -0.4 | 67 | -0.3% | -2.2%
COc1ccc(CNC(=O)C(C)OC(=O)CCN2C(=O)C3CC=CCC3C2=O)cc1 (stereo not drawn) | 6.6% | 2.9% | 9.5% | 1.3%[50 µM] | -1.7% | / | 0.6 | 57 | / | /
O=C(Oc1cccc([N+](=O)[O-])c1)N1CCCCC1 | 9.8% | -1.8% | 9.1% | -0.1% | 2.1% | -0.7% | -1.2 | 95 | -1.1% | 4.7%
Cc1cc(C(=O)OCC(=O)N2CCOCC2)ccc1[N+](=O)[O-] | -21.4% | -0.8% | 22.7% | -0.1% | 3.1% | 6.1% | 1.8 | 44 | -0.4% | 1.7%
CC(=O)Nc1ccc(NC(=O)C(C)OC(=O)CSCc2cccc(Cl)c2)cc1 (stereo not drawn) | 8.2% | -4.4% | 12.4% | -1.7% | -0.9% | / | 0.0 | 66 | / | /
O=C(Nc1ccc(F)cc1)c1nc(S(=O)(=O)Cc2ccccc2)ncc1Cl | 3.6% | -51.9% | 12.8% | -0.2% | -2.5% | -25.5% | -1.9 | 48 | -0.3% | -11.7%
C[C@H](CO)NC(=O)[C@H](C)[C@H]1C[C@]1(C)[C@H](NC(=O)OCc1ccccc1)c1ccccc1 | 8.3% | -7.5% | 15.5% | 0.7% | 1.1% | -14.4% | 0.7 | 92 | -0.6% | -0.2%
COc1ccc(OCc2cc(C(=O)NC(C)Cc3cnccn3)no2)c(Cl)c1 (stereo not drawn) | -12.9% | 1.8% | 26.2% | -0.3% | 2.0% | 1.1% | 1.2 | 75 | -0.4% | -0.1%
CC(C)C1N=C2c3ccccc3N=C(SCC#N)N2C1=O (stereo not drawn) | 10.5% | -6.4% | 6.7% | 0.5% | 2.7% | -10.9% | 0.1 | 84 | -1.0% | 3.6%
Cc1nnc(SCC2=C(C(=O)O)N3C(=O)C(NC(=O)Cn4cnnn4)C3SC2)s1 (stereo not drawn) | 15.1% | 2.2% | 24.2% | 11.2% | -1.2% | -5.1% | -0.3 | 46 | 0.1% | 3.6%
O=C1c2ccccc2NC(c2ccc(Cl)cc2Cl)N1O (stereo not drawn) | 10.8% | 5.9% | 1.6% | -0.4% | 9.8% | -7.8% | 1.3 | 44 | -0.2% | 3.7%
Cc1ccc(S(=O)(=O)NCc2ccc(C(=O)N3CCN(c4ccc([N+](=O)[O-])cc4)CC3)cc2)cc1 | 10.0% | -9.9% | 7.5% | 1.3% | 8.0% | 2.9% | 2.8 | 41 | 0.1% | 1.6%
CCCSc1nc2ccccc2n1CC(=O)O | 9.8% | -1.5% | 10.1% | 0.0% | 2.1% | 9.6% | 0.0 | 51 | 0.0% | 1.4%
CC(=O)OC(C(=O)N1CCOCC1)c1c(F)cccc1F (stereo not drawn) | -0.3% | / | 1.7% | 0.2% | 1.7% | 22.6% | -1.9 | 78 | 0.3% | -2.1%
Nn1c(C2CCCCC2)nc2ccccc2c1=O | -8.5% | -9.2% | 6.9% | 0.1% | -0.5% | -7.1% | 0.4 | 65 | -0.1% | 1.9%
COc1ccccc1N1CCN(C(=O)c2sc3nc(-c4ccccc4)cn3c2C)CC1 | 9.3% | -5.4% | 8.5% | 3.3% | 20.4% | -11.6% | 0.0 | 50 | 0.8% | 1.5%
CCNS(=O)(=O)c1ccc2nc(NC(=O)/C=C/c3cc(OC)c(OC)c(OC)c3)sc2c1 | 8.3% | 1.4% | 7.1% | 0.8% | 1.9% | 40.1% | 2.5 | 32 | 0.0% | -3.3%
COc1ccc(C2=NNC(c3cccnc3)=Nc3ccc(OC)cc32)cc1 | 6.5% | -3.9% | 22.4% | 0.0% | 10.6% | -10.9% | 0.3 | 36 | -1.1% | -6.2%
CSc1nnc(C)c(=O)n1COC(=O)c1ccc(S(=O)(=O)N2CCCC2)cc1 | 16.2% | 3.5% | 15.7% | 3.3%[50 µM] | 0.1% | -0.4% | 1.8 | 35 | -0.6% | -1.7%
COc1cccc(C(=O)Oc2ccc(/C=N/Nc3ccc(C(=O)O)cc3)cc2OC)c1 | 14.4% | 8.9% | 8.9% | 0.0% | 0.3% | 8.1% | 0.1 | 56 | 1.5% | -7.8%
CCn1c(O)c(N=Nc2ccc(Cl)c(C(=O)O)c2)c2ccccc21 | -5.2% | -0.8% | 23.6% | 0.1% | 9.8% | -0.8% | 1.3 | 58 | 0.2% | 14.1%
c1ccc(-c2ccc(CN3CCN(c4ncccn4)CC3)cc2)cc1 | 31.4% | -5.5% | 2.8% | 0.4% | ? | 3.8% | -1.1 | 99 | -0.5% | 4.9% | Dengue-2 NS5 capping pilot replicate=-7.5
O=C(Nc1ccc(F)cc1F)c1cc2ncc(Br)cn2n1 | / | / | -0.1% | / | / | 15.2% | / | / | 1.2% | 0.1%
CC(C)CNC(=O)COC(=O)/C=C/c1ccco1 | 10.7% | -10.8% | 8.1% | 0.2% | 1.0% | 6.2% | -0.2 | 94 | 1.0% | 6.3%
O=C(N/N=C/c1ccc(N2CCOCC2)o1)c1cccc(C(F)(F)F)c1 | 18.3% | -14.4% | 24.4% | -0.3% | 4.6% | 40.6% | 5.4 | 86 | 0.1% | 2.7% | Dengue-2 NS5 capping pilot replicate=-7.9
